# ABHD5 PLIN5 PPI – ABHD5-PLIN5 interaction inhibitors, primary screen, cell lysate, split luciferase complementation, luminescence | inhibition, % at 4 µM | 360,000 compounds, 0.78% hits | Split G. princeps luciferase complementation, 4 h | AID 602281, 2012;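 active means inhibition above the mean inhibition across every tested compound plus 3 SD, cut at about 22% in these data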;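 further: 0% = DMSO only wells and the 100% control is not disclosed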
# iPSC survival up – enhancers of single-cell hiPSC survival, primary screen, ATPlite luminescence. 100% = ROCK inhibitor wells, 0% = DMSO. survival enhancement, % at 20 µM. 360,000 compounds, 0.044% hits. AID 602274, 2012; in the data active means survival enhancement above about 18%;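 further: cells exposed to compounds for 16 hours before the ATP read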
# Glyco luc inh – increase of ERlucT glycosylation luciferase signal, primary screen, N-linked glycosylation inhibitor project, D54 ERlucT cells, luminescence, set 2; reporter increase, % at 12.5 µM; AID 588692, 2011; D54 ERlucT glycosylation luciferase reporter, 24 h; percent of 100 nM tunicamycin response; 360,000 compounds, 0.23% hits;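 active means mean luciferase reporter signal, scaled so untreated is 0 and the glycosylation-blocking control 100, at or above a set limit in every replicate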;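 further: luciferase carries N-glycosylation sites so blocking glycosylation raises the light; 0% = median of neutral control wells and 100% = median of 100 nM tunicamycin wells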
# Exocytosis inh – LAMP-1 surface exposure blockers, TALL-104 cells – cell-based, flow cytometry, MLPCN library, primary screen | TALL-104 LAMP-1 surface exposure; cells stimulated with thapsigargin and PMA | AID 651702, 2012 | inhibition, % at 10 µM | 360,000 compounds, 0.66% hits;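 active means inhibition above about 55%, limit read from the data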
# ABCB6 inh MLPCN – ABCB6 transporter inhibitors, primary screen, K562-ABCB6 cells, flow cytometry, MLPCN library; ATP-binding cassette sub-family B member 6 (Homo sapiens), Q9NP58; K562-ABCB6 porphyrin accumulation, 1 h; hits give low values; fluorescence ratio to DMSO, % at 10 µM; 360,000 compounds, 0.19% hits;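 active means fluorescence ratio to DMSO below 75%, the collection mean minus 3 SD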;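 further: signal is porphyrin accumulated inside mitochondria; 100% equals median channel fluorescence of DMSO control wells; lower ratio means ABCB6 inhibition with less porphyrin fluorescence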
# HTR2A ag – mouse Htr2a agonists via beta-arrestin recruitment, primary screen, cell-based, luminescence | activation, % at 7.6 µM | CHO-K1 mHTR2A beta-arrestin complementation; percent of 30 µM serotonin response | 360,000 compounds, 0.66% hits | 5-hydroxytryptamine receptor 2A (Mus musculus), P35363 | AID 624169, 2012;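 active means activation above a run cutoff, the mean activation of all tested compounds plus 3 SD, cut at about 14% in these data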;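 further: 0% = plate median of compound wells and 100% = 30 µM serotonin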
# Target sequence (P35363 whole entry, looked up): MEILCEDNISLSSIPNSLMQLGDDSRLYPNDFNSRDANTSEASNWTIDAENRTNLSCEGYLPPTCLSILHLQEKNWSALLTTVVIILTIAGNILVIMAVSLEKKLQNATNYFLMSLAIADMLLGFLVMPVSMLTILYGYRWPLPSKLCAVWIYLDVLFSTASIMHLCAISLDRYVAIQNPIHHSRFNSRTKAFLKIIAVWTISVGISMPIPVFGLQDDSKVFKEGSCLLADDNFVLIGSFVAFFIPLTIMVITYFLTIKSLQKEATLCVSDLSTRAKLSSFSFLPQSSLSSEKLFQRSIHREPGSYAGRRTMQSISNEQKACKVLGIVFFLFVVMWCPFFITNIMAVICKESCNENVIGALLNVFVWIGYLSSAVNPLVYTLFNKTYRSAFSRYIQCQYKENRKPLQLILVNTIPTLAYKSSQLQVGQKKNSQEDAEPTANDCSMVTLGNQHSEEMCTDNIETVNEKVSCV
# MC4R antag cAMP – MC4R antagonists of cAMP signaling, primary screen, cell-based, TR-FRET, antagonist arm of biased-ligand search. Melanocortin receptor 4 (Homo sapiens), P32245. MC4R-expressing cells, MTII-stimulated cAMP, LANCE TR-FRET. inhibition, % at 6.5 µM. 360,000 compounds, 0.48% hits. AID 540295, 2011;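 active means inhibition above its plate's cutoff, the mean of tested wells on that plate plus 3 SD, cut at about 29% in these data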;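 further: 0% = Melanotan II alone and 100% = Melanotan II plus saturating MCL0020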
# Target sequence (P32245 whole entry, looked up): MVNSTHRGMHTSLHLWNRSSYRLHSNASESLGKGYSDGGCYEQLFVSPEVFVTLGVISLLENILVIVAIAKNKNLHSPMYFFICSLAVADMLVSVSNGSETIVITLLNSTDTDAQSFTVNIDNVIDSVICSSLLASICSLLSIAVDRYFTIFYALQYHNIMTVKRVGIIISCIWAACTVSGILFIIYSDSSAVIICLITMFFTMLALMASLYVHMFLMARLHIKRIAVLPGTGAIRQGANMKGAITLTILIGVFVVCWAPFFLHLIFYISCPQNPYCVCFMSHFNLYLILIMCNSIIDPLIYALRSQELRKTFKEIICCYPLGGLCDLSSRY
#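 Test system: U2OS cells stably expressing human melanocortin 4 receptor (MC4R); also added: Melanotan II challenge; compound: 6.5 µM single dose; timing: 30-min compound preincubation, 1-h Melanotan II challenge, 1-h detection, room temperature; signal: Eu-cAMP/anti-cAMP TR-FRET, emission 671 nm; repeats: one well per compound, no replicates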
# aDG glyco act – activators of alpha-DG glycosylation, primary screen, uHTS, Pro5-aDG cells, AlphaScreen; alpha-DG glycosylation AlphaScreen (IIH6); 0% Pro5, 100% B10-LARGE cell signal; activation, % at 10 µM; 360,000 compounds, 0.22% hits;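 active means activation of at least 8% versus controls, or a plate z-score of at least 8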;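 further: Pro5 are CHO cells carrying HIG-tagged alpha-DG that lacks glycosylation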
# Cardio protect – cardioprotection against H2O2-induced cell death, primary screen, uHTS, H9c2 cells, ATPLite luminescence | protection from H2O2 cell death, % at 20 µM | 360,000 compounds, 0.63% hits | H9c2 cardiomyocytes, H2O2 injury protection, 2 h | AID 588492, 2011;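 active means compounds giving at least 50% protection of heart cells from peroxide-induced death in the single-dose screen, raw or plate-pattern-corrected value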;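 further: 0% = DMSO wells with peroxide and 100% = DMSO wells without peroxide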
# MC4R barr agon – MC4R agonists recruiting beta-arrestin, primary screen, cell-based, luminescence, agonist arm of biased-ligand search; U2OS MC4R beta-arrestin complementation; percent of melanotan II response, DMSO zero; Melanocortin receptor 4 (Homo sapiens), P32245; 360,000 compounds, 0.98% hits; activation, % at 8.9 µM;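 active means activation above a per-plate cutoff, the mean activation of sample wells on that plate plus 3 SD, cut at about 8% in these data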
# Numbers without * were called inactive.
compound,ABHD5 PLIN5 PPI,iPSC survival up,Glyco luc inh,Exocytosis inh,ABCB6 inh MLPCN,HTR2A ag,MC4R antag cAMP,aDG glyco act,Cardio protect,MC4R barr agon
c1ccc(-c2noc(-c3ccc4ccccc4c3)n2)cc1,-11.6,1.0,-20.7,-0.3,99.0,0.5,11.7,-0.2,-21.9,5.3
CCOc1cccc(/C=N/NC(=S)Nc2cc(S(=O)(=O)N3CCOCC3)ccc2N2CCOCC2)c1O,7.0,-1.6,-13.2,0.0,100.0,2.5,1.9,0.0,54.5*,-2.0
O=S(=O)(NCC1CCN(c2ccc(S(=O)(=O)N3CCOCC3)cc2)CC1)c1ccccc1,-3.6,-0.5,-1.0,-6.9,93.0,4.1,8.2,0.4,2.0,-1.3
Cc1c(CC(=O)NCC(=O)NCC(=O)O)c(=O)oc2cc3c(cc12)CCC(C)(C)O3,-9.1,0.7,-0.6,1.3,101.0,-2.2,0.9,-0.1,3.2,-1.5
CCOc1cccc(OCCNC2CCCC2)c1,-3.5,-1.4,-1.9,-2.1,94.0,-3.1,-2.0,-0.2,3.3,0.8
CCOc1ccc(N2C(=O)CC(SCC(=O)O)C2=O)cc1 (stereo not drawn),-1.8,0.6,-0.2,-4.4,95.0,-3.0,2.1,-0.4,0.4,-1.9
N#Cc1nc(COc2ccccc2Cl)oc1NCc1ccc(F)cc1,-13.4,-2.8,-0.7,59.0*,101.0,-5.3,-1.8,0.3,-7.5,5.1
CCCCCOC(=O)CSc1nc2c(c(=O)[nH]c(=O)n2C)n1Cc1ccc(Cl)cc1,-1.1,-1.0,4.3,-0.1,98.0,-2.4,-14.9,0.3,14.7,1.9
CCN=C1SC(CC(=O)Nc2sc3c(c2C#N)CCCC3)C(=O)N1CC (stereo not drawn),0.6,2.3,3.3,-2.3,99.0,-0.6,-2.0,-0.1,-5.8,12.4*
CC(Nc1cc(N2CCN(S(=O)(=O)N(C)C)CC2)ccc1[N+](=O)[O-])c1ccccc1 (stereo not drawn),1.5,0.3,-3.2,-3.3,95.0,1.1,18.6,0.0,5.2,-1.4

# The last three compounds of the part before lead into the next.
compound,ABHD5 PLIN5 PPI,iPSC survival up,Glyco luc inh,Exocytosis inh,ABCB6 inh MLPCN,HTR2A ag,MC4R antag cAMP,aDG glyco act,Cardio protect,MC4R barr agon
CCCCCOC(=O)CSc1nc2c(c(=O)[nH]c(=O)n2C)n1Cc1ccc(Cl)cc1,-1.1,-1.0,4.3,-0.1,98.0,-2.4,-14.9,0.3,14.7,1.9
CCN=C1SC(CC(=O)Nc2sc3c(c2C#N)CCCC3)C(=O)N1CC (stereo not drawn),0.6,2.3,3.3,-2.3,99.0,-0.6,-2.0,-0.1,-5.8,12.4*
CC(Nc1cc(N2CCN(S(=O)(=O)N(C)C)CC2)ccc1[N+](=O)[O-])c1ccccc1 (stereo not drawn),1.5,0.3,-3.2,-3.3,95.0,1.1,18.6,0.0,5.2,-1.4
O=[N+]([O-])c1cc([N+](=O)[O-])c(N2CCOCC2)cc1NCc1ccccc1,9.5,-1.4,-2.1,-0.3,99.0,-3.1,5.5,-0.4,12.9,0.9
O=C(/C=C/c1cccc(Cl)c1)c1ccc([N+](=O)[O-])o1,95.8*,2.5,-20.6,-3.6,115.0,-0.6,33.6*,-0.3,-31.1,-3.9
CN(CC(=O)Nc1cccc(F)c1)C(=O)Cc1ccsc1,0.5,6.5,3.0,2.5,97.0,-3.6,2.7,0.0,1.9,-0.3
CC1CC(C)CN(S(=O)(=O)c2ccc3c(c2)CC(C)N3C(=O)C2CC2)C1 (stereo not drawn),2.9,-0.1,-0.8,-2.0,103.0,-0.7,-0.3,0.0,-8.2,0.2
O=C(COC(=O)c1ccc(O)cc1)Nc1ccc(N2CCCCC2)cc1,-1.4,-1.2,-0.6,-3.4,91.0,-8.0,3.6,-0.2,-3.3,0.3
CCN=C(N/N=C/c1ccc([N+](=O)[O-])cc1)SC,2.4,-1.4,0.9,0.0,101.0,4.0,2.2,0.1,-3.0,-0.8
CCc1nc2ccc(C(=O)N(C)Cc3ccco3)cn2c1N(C)CCCc1ccccc1,12.1,0.4,-2.1,34.4,98.0,-5.7,9.3,0.1,-2.0,5.5
COc1ccc(Cl)cc1NC(=O)COC(=O)CCNS(=O)(=O)c1cccs1,-3.0,-0.1,1.2,-1.0,95.0,-1.3,14.2,-0.3,1.5,-3.6
Cc1cc2cc(C#N)c(NCCNC(=S)NCCCN3CCOCC3)nc2cc1C,7.4,3.1,2.5,1.0,99.0,-2.6,13.2,0.0,2.8,-1.0
Cc1sc2ncnc(N3CCN(c4ncccn4)CC3)c2c1C,-0.4,-0.5,-5.8,-2.5,99.0,1.8,-3.7,-0.2,9.2,-1.9
NS(=O)(=O)c1cccc(NC(=O)COC(=O)COc2ccc3ccccc3c2)c1,-3.0,-1.3,0.6,-1.6,98.0,0.7,9.4,-0.7,-5.1,-1.1
CC1(C(=O)NS(=O)(=O)c2cccs2)CCN1C(=O)Cc1ccc(-c2ccccc2)cc1 (stereo not drawn),-3.0,1.9,2.4,4.4,97.0,8.2,15.4,-0.1,-0.6,1.0
Cc1[nH]c2ccccc2c1/C=N/Nc1nc2ccccc2[nH]1,13.9,-0.5,9.5,71.8*,98.0,-6.7,-4.0,-0.4,-18.1,-2.6
COc1ccc([N+](=O)[O-])cc1NS(=O)(=O)c1cccc(C(=O)OC2CCOC2=O)c1 (stereo not drawn),-1.3,0.3,1.5,-2.3,96.0,2.5,5.9,0.0,10.2,-2.5
CC(=O)c1cccc(NC(=O)CCC2CCCC2)c1,0.4,-0.3,0.7,4.9,95.0,-0.4,1.5,0.1,1.3,1.6
CC/C(=N\Nc1ccnc2cc(Cl)ccc12)c1ccc(O)cc1,3.4,-0.3,8.2,44.0,103.0,-4.9,6.5,0.9,-10.7,0.5
COc1ccc(C(=O)ON=C2C=C(C)C(=O)C(C)=C2)cc1,-5.2,-3.9,-4.3,3.4,97.0,-2.0,5.5,-0.4,-12.3,-2.4
O=C(Nc1nnc(C2=COCCO2)o1)c1ccc(S(=O)(=O)N2CCCC2)cc1,-6.4,0.1,2.2,-0.8,114.0,2.5,2.1,-0.5,2.4,-1.8
Cc1sc(NC(=O)CSc2nnc(-c3ccc(F)cc3)o2)c(C#N)c1C,2.1,-0.5,0.0,1.7,97.0,-2.2,2.5,0.2,1.5,-0.4
O=C(Nc1ccccc1C(=O)Nc1ccccc1C(=O)O)c1ccccc1,-2.9,2.9,-3.0,2.7,99.0,6.2,10.6,0.0,-7.8,1.6
COc1ccc(-c2cnnn2-c2ccc(NC(=O)c3ccco3)cc2)cc1OC,1.9,1.1,-0.4,-1.3,100.0,5.0,2.7,-0.1,3.7,-2.4
O=C(Cn1cnc2c(nnn2-c2cccc(Cl)c2)c1=O)N1CCOCC1,1.9,1.4,-1.7,-0.6,90.0,1.5,5.7,0.0,13.9,0.0
Cc1cccc(N(CC(=O)N/N=C/c2ccc(C(=O)O)cc2)S(=O)(=O)c2ccccc2)c1C,-8.2,0.9,0.4,-3.4,98.0,-5.1,2.1,-0.1,0.6,-1.8
Cc1n[nH]c(=O)nc1NC1CCCCC1,3.7,0.2,1.7,0.6,104.0,4.4,4.6,0.0,3.9,0.1
CC1(C)C(=O)Nc2ccccc2N1C(=O)CSc1ncccn1,4.9,3.6,0.0,-2.0,92.0,5.9,-5.8,0.2,13.2,-2.1
CCOC(=O)/C(C#N)=C/Nc1cc(OC)ccc1OC,1.7,1.5,0.5,-4.8,100.0,3.6,1.6,0.5,-5.5,-1.2
CCCNC(=O)c1noc2c1CCc1ccccc1-2,2.2,2.1,-1.8,-1.6,97.0,0.9,4.6,-0.1,-8.5,-1.4
O=C(Cc1ccc(Cl)cc1)NCCc1c[nH]c2ccccc12,-9.6,-0.1,-1.0,3.0,92.0,3.2,3.8,0.0,-3.7,-0.9
CCC(NC(=S)NC1CCCCC1)c1ccc(C)cc1 (stereo not drawn),-4.7,-0.4,-4.1,1.2,97.0,-7.3,8.7,1.3,-7.5,-1.2
CCCCn1c(N)c(N(CCOC)C(=O)c2cc(-c3ccco3)nc3ccccc23)c(=O)[nH]c1=O,5.9,-0.5,1.4,-0.9,97.0,2.9,-5.8,-0.2,-4.8,-1.6
COc1ccccc1OCC(=O)N1CCN(S(=O)(=O)c2ccc(Cl)cc2)CC1,5.1,-0.3,0.9,-9.0,104.0,0.1,10.9,0.1,-4.0,-1.2
O=C(c1cc(S(=O)(=O)N2CCOCC2)ccc1F)N1CCCc2ccccc21,-5.1,-1.9,-1.3,0.9,103.0,2.4,2.6,0.3,2.1,-1.2
COc1cccc(NS(=O)(=O)c2c(C)n(C)c(=O)n(C)c2=O)c1,0.8,-2.3,1.0,12.4,99.0,5.4,5.6,-0.2,12.5,-1.2
COc1ccc(C(C)NC(=O)C2CCN(CCOc3ccc(Cl)cc3Cl)CC2)cc1OC (stereo not drawn),-3.3,1.4,-1.4,3.1,97.0,-4.2,-1.2,2.4,-21.7,1.4
NC(=O)c1ccsc1NC(=O)CN1C(=O)NC2(CCCC2)C1=O,-10.4,3.0,-2.2,-2.3,105.0,-4.7,6.7,-0.2,2.3,-1.0
O=C(Nc1ccc(O)c2c(=O)cc(-c3ccccc3Cl)oc12)c1ccc(Cl)c(Cl)c1,0.1,-1.7,-1.6,15.0,97.0,5.3,-0.8,-0.2,2.3,0.2
O=C(NCCC1=CCCCC1)c1ccc(Cl)c([N+](=O)[O-])c1,-4.0,0.9,-0.5,-0.8,101.0,2.3,11.3,0.4,-14.5,-1.9
N#Cc1ccc(C(CC(=O)O)N2Cc3ccccc3C2=O)cc1 (stereo not drawn),2.5,-0.3,-0.2,-10.3,97.0,1.9,4.8,-0.1,8.7,0.1
COc1ccc(C)cc1S(=O)(=O)N1CCc2ccccc2C1,4.5,-0.4,1.4,-2.1,105.0,-1.5,16.7,0.1,3.1,1.4
CCCCn1c(NC(=S)Nc2ccccc2)nc2ccccc21,6.3,-2.0,-0.7,29.4,98.0,-0.6,-3.1,-0.4,22.0,1.1

# Source: PubChem (several laboratories)

# The order is random; any-hit rate near 4.5%.
